High-throughput results (PubChem)
A549 viability – counter-screen for Nrf2 inhibitors: cytotoxicity in A549 cells; A549 ARE-Fluc cells, CellTiter-Fluor viability, 18-24 h; Potency, µM (doses to about 46 µM), for inactives: top-dose activity change, negative = cytotoxicity, hits mostly inhibitors; actives 0.16% (n = 390,000); note: % is set by controls: 0 for no effect and ±100 for the full control effect
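Cytotoxicity counterscreen: CellTiter-Fluor fluorescence was measured in A549 ARE_Fluc cells after 18-24 h of compound exposure in a concentration series. The subsequent BugLite luminescent read reports ARE-luciferase activity.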
ATXN viability – cell viability loss in ATXN counter-screen; S2 cells (HEK-293 line with an ATXN2-luciferase reporter) viability, CellTiter-Fluor protease fluorescence, 24 h; AID 651635; actives 0.49% (n = 400,000); Potency, µM (highest dose often 56.7 µM), usual class: cytotoxic; note: nearly all actives have a fitted effect of over 40% in size
ATXN2 expr inh – reduces ATXN2 reporter expression in HEK-293 cells | HEK-293 ATXN2-luciferase reporter, luminescence, 24 h | Potency, µM (highest dose often 57 µM), for the others: at the top dose activity change, negative = inhibition, usual class: inhibitors | actives 0.72% (n = 360,000); note: % is set by controls: 0 for no effect and ±100 for the full control effect; nearly all actives have a fitted effect of over 55% in size
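ATXN2-luciferase reporter cells (luciferase flanked by upstream and downstream ATXN2 gene portions) were treated 24 h at 37 °C with compounds at up to 57 uM. SteadyGlo luminescence gave expression; GF-AFC fluorescence gave viability.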
EPAC2 antagonist – blocks human EPAC2 exchange factor. EPAC2 GEF exchange of Rap1B-BODIPY-GDP, fluorescence. Potency, µM (top dose mostly 114 µM), for the others: at the top dose activity, negative = inhibition, usual class: inhibitors. actives 0.18% (n = 360,000). Q8WZA2; note: % is set by controls: 0 for no effect and ±100 for the full control effect; nearly all actives have a fitted effect of over 45% in size; many of its hits are not listed in these tables
Target sequence (Q8WZA2 whole entry, looked up): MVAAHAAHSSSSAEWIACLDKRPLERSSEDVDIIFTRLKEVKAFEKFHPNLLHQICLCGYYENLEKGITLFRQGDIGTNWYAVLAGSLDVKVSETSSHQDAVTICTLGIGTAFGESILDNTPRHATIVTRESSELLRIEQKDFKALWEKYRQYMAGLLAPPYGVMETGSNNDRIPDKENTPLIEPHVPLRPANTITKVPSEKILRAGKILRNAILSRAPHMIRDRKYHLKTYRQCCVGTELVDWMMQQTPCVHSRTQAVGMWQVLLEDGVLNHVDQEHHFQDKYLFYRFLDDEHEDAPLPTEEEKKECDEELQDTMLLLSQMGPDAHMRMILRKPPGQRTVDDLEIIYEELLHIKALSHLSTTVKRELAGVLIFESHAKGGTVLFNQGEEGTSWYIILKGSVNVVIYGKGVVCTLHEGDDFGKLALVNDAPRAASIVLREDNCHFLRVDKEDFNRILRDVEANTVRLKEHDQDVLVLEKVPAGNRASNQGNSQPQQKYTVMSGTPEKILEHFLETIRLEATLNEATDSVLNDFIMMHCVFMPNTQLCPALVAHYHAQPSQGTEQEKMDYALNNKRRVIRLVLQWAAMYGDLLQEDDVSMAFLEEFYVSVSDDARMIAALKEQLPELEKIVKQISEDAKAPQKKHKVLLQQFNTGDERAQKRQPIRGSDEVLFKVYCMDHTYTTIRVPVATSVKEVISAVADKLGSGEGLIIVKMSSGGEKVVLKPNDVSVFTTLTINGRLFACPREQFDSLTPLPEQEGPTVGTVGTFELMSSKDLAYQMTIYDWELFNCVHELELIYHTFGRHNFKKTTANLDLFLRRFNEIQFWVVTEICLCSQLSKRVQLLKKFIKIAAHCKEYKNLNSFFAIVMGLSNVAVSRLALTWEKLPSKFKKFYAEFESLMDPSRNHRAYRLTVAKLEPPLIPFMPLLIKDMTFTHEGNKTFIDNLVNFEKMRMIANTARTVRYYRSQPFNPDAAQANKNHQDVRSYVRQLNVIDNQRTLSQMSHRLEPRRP
TGFb SMAD3 inh – blocks TGF-b signaling | Potency, µM (titrated, usually from 46.1 µM), for the others: at the top dose activity, negative = inhibition, usual class: inhibitors | HepG2 CAGA-GFP TGF-b/SMAD3 reporter, GFP fluorescence, 18 h; TGF-beta stimulated, 500 pg/mL final | AID 588855 | actives 1.2% (n = 410,000); note: % is set by controls: 0 for no effect and ±100 for the full control effect; nearly all actives have a fitted effect of over 65% in size
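GFP signal (ex488/em500-530) from TGF-beta-stimulated HEPG2 CAGA-GFP cells, 500 pg/mL final, 18 h at 37 degrees C in DMEM plus 1% FBS, normalized to unstimulated and DMSO-stimulated controls.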
HepG2 viability – HepG2 cytotoxicity, counter-screen for TGF-b inhibitors. actives 0.76% (n = 410,000). Potency, µM (doses to about 46.1 µM), without a hit: at the highest dose activity change, negative = cytotoxicity, actives largely listed as cytotoxic. HepG2 CAGA-GFP viability, ATP luminescence, 18 h; note: some results filed as inactive show a strong effect at the top dose
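CellTiter-Glo luminescence gave cytotoxicity after 18 hours at 37 degrees C. The cells were HepG2 CAGA-GFP in 1% FBS DMEM, stimulated with 500 pg/mL TGF-beta after compound addition. %Activity was normalised to no-cell wells (complete cell-killing) and DMSO (no toxicity), and curves were fitted and classified.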
Nrf2 block – Nrf2 pathway inhibition; AID 504444; Potency, µM (series often up to 46 µM), for the others: at the highest dose activity change, negative = inhibition, usual class: inhibitors; actives 2.1% (n = 360,000); A549 ARE-Fluc reporter, luciferase luminescence, 18-24 h; note: % is set by controls: 0 for no effect and ±100 for the full control effect; nearly all actives have a fitted effect of over 60% in size
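A549 ARE_Fluc cells, 5000/well, 5% FBS OPTI-MEM; compounds in dose-response, 18-24 h at 37 °C/5% CO2; CellTiter-Fluor viability read (Ex 405/Em 525), then BugLite luciferase luminescence = Nrf2 activity.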
MCF10A rereplic – induces DNA re-replication in MCF 10a normal breast cells; MCF 10A DNA re-replication, Hoechst nuclear intensity, 48 h; Potency, µM (highest dose often 46.1 µM), without a hit: top-dose activity, positive = re-replication, actives largely listed as activators; actives 2.9% (n = 350,000); AID 624296; note: % of control where 0% means no effect; nearly all actives have a fitted effect of over 50% in size
Nrf2 ARE act – Nrf2 pathway activation | AREc32 ARE-luciferase reporter (MCF7-derived line), luminescence, 24 h | Potency, µM (titrated, usually from 46.1 µM), inactives show top-dose activation, most hits filed as activators | AID 624171 | actives 0.31% (n = 410,000); note: % of control where 0% means no effect; nearly all actives have a fitted effect of over 65% in size
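ARE-driven firefly luciferase activity in AREc32 cells measured after a 24 hr compound exposure at 37 deg C, using Steady-Glo reagent and a 30 min room-temperature hold.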
Active calls of the source: *; i = inactive; ? = inconclusive; nt = no result given; [ ] = another dose, or the depositor's remark. Calls come from the whole dose curve; as a rule, active = well fitted curve in the direction sought with a large enough effect; inconclusive = small, poorly fitted or top-dose-only effect, or another doubt; inactive = no such curve, though single readings can be large; an effect the other way counts as inactive or inconclusive. Potency is the fitted concentration of half-maximal effect. Not all compounds are listed; rates above refer to the full screens.

SMILES | A549 viability | ATXN viability | ATXN2 expr inh | EPAC2 antagonist | TGFb SMAD3 inh | HepG2 viability | Nrf2 block | MCF10A rereplic | Nrf2 ARE act
CC(C)n1nnnc1CN1CCN(C)CC1 | 4% | i | -20% | -8% | -25% | -34% | nt | -4% | 3.0%
O=C(Cc1ccccc1)N1CCN(Cc2c[nH]c3ccccc23)CC1 | 9% | i | -10% | 14% | 0% | -17% | 19% | -1% | 12%
Fc1ccc(CCNCc2ccccc2Cl)cc1 | 0% | i | 7% | 9% | 1% | -16% | 17% | 4% | 0.1%
COC(=O)C1=C(c2ccc(S(C)(=O)=O)cc2)C[C@@H]2CC[C@H]1N2C(=O)NCC1CC1 | -1% | i | -6% | 7% | 0% | -10% | -10% | 1% | 0.7%
Cc1ccc(CN2C(=O)CN=C(c3ccccc3)c3ccccc32)cc1 | -1% | i | -7% | -26% | -10% | 6% | -16% | -2% | -0.6%
Cc1nc2ccc(Cl)cc2c(=O)n1-c1ccc([N+](=O)[O-])cc1 | 2% | i | 2% | -2% | 16% | -4% | ? | -2% | 0.7%
O=C(C(=O)N1CC=C(c2ccccc2)CC1)c1c[nH]c2ccccc12 | 8% | i | 19% | -12% | -3% | -26% | 11% | ? | 0.8%
NS(=O)(=O)c1ccc(-c2ccc(C=C3C(=O)NC(=O)NC3=O)o2)cc1 | 0% | i | -2% | 18% | 3% | -19% | 16% | -4% | 2.1%
CCCC/C(=N\O)c1c[nH]c2ccccc12 | -8% | i | 6% | -5% | -13% | -4% | 15% | 4% | 3.4%
CCCCCn1c(=O)c(C(=O)NCCc2ccccc2)c(O)c2ccccc21 | 4% | i | -16% | 1% | -2% | 0% | ? | 23µM* | 0.0%
CCOC(=O)c1c(C)n(COCCO)c2ccc(O)cc12 | 9% | i | 21% | -12% | -1% | 2% | 14% | ? | 2.0%
Cc1cccc(C2=NCC(=O)N(CC(=O)NCc3ccco3)c3sc4c(c32)CCCC4)c1 | -19% | ? | ? | -7% | -18% | -23% | ? | -1% | -0.4%
Cn1c(O)c(C=Nc2ccccc2-c2ccccc2)c(=O)n(C)c1=O | 0% | i | 5% | 4% | -1% | 15% | -17% | 0% | 0.0%
O=C1NC(=O)N(C2CCCCC2)C(=O)C1C1c2ccccc2C(=O)N1Cc1ccccc1 (centres undefined) | -3% | ? | 3% | 11% | -24% | 0% | nt | 13% | 0.2%
COc1ccc(CN2C(=O)NC(=O)/C(=C/c3ccc([N+](=O)[O-])s3)C2=O)cc1 | -20% | ? | -36% | 3% | ? | -24% | -20% | 11% | 7.5%
O=C(Nc1ccc(OC(F)(F)F)cc1)C1CCN(S(=O)(=O)c2cccs2)CC1 | -11% | ? | ? | nt | ? | -22% | ? | nt | 5.3%
COc1ccc(-n2nnnc2C(c2cccc3ccccc23)N2CCC(n3c(=O)[nH]c4ccccc43)CC2)cc1 (centres undefined) | nt | ? | ? | -19% | ? | 6% | nt | nt | 0.4%
CC(C)Oc1ccc(C2(C#N)CC[N+](C)(C)CC2)cc1 | 0% | ? | -10% | 5% | ? | -16% | -7% | -1% | 0.5%
COc1cccc(NC(=O)N2CCC3(CC2)OCCO3)c1 | -3% | i | 26% | 9% | -4% | -7% | ? | 0% | 0.7%
O=C(Cn1c(=O)oc2cc(S(=O)(=O)N3CCCCC3)ccc21)NCc1ccc(Cl)cc1 | -3% | ? | ? | nt | ? | -48% | ? | nt | 1.1%
Cc1oc(-c2ccccc2Cl)nc1CN1C(=O)CN=C(c2ccccc2)c2cc(Cl)ccc21 | ? | nt | ? | nt | -1% | 5% | ? | nt | -0.7%
NC(=O)c1cccn(Cc2ccc(C(F)(F)F)cc2)c1=O | -3% | i | -14% | -7% | -14% | 0% | 16µM* | 12% | 2.8%
COC(=O)C1=C(c2ccc(OCc3ccccc3)cc2)C[C@@H]2CC[C@H]1N2C(=O)NCc1ccc(N(C)C)cc1 | -5% | i | -2% | -19% | 12% | 19% | -22% | 2% | -0.2%
CNC1(c2ccc(F)cc2)CCCCC1 | 2% | i | 4% | 1% | 2% | -4% | 6% | -1% | -0.3%
COC(=O)C1=C(c2ccc(OC)c(OC)c2)C[C@@H]2CC[C@H]1N2C(=O)N1CCC(C)CC1 | -17% | ? | 4% | 5% | -1% | 3% | -3% | -18% | 0.2%
CCOc1ccccc1N1C(=O)NC(=O)/C(=C/c2ccc3c4c(cccc24)CC3)C1=O | 9% | i | -4% | 1% | -4% | 6% | 4% | 11% | 0.1%
Cc1cccc(-n2c(C)nc3ccccc3c2=O)c1C | -11% | i | -26% | -17% | 8% | -2% | ? | 11% | 0.5%
CC(=O)c1cn(Cc2ccc(C#N)cc2)c2ccccc12 | 20% | i | nt | 1%[57.1 µM] | -26% | -23% | -18% | 9% | 0.3%
COc1ccn(C)c(=O)c1C#N | 7% | i | -4% | 4% | 9% | 7% | 1% | ? | -0.1%
COC(=O)C1=C(c2cccc(C#N)c2)C[C@@H]2CC[C@H]1N2C(=O)NCCc1ccccc1 | -5% | ? | -5% | 3% | -25% | -1% | 0% | -11% | 0.1%
Cc1cccc(-n2c(O)c(C=Nc3ccc(Br)cn3)c(=O)[nH]c2=O)c1 | 1% | i | -17% | 8% | -18% | 3% | 2% | ? | -0.4%
CCOC(=O)COc1ccc2c(c1)c(C(C)=O)c(C)n2Cc1ccccc1 | 1% | i | -14% | -10% | -3% | 2% | -1% | -1% | -0.7%
CN1CCN(C(=S)SCC(=O)Nc2ccc(Cl)cc2C(=O)c2ccccc2)CC1 | ? | ? | ? | -16% | ? | -30% | -26% | ? | 6.9%
Cc1cc(C=C2C(=O)NC(=O)NC2=O)c(C)n1-c1cccnc1 | 9% | i | 3% | -3% | -6% | -9% | 11% | 4% | 0.4%
C=CCn1c(O)c(C=NCCCn2ccnc2)c(=O)[nH]c1=O | -1% | i | -4% | -1% | 23% | -11% | 10% | 2% | 0.2%
CCOC(=O)N1CCN(C(=O)C(CC(C)C)NS(=O)(=O)c2ccc3c(c2)oc(=O)n3C)CC1 (centres undefined) | 0% | i | -7% | 2% | -17% | 3% | -2% | ? | -0.5%
COc1ccc(CNC(=O)Cn2c(=O)oc3cc(S(=O)(=O)N4CCCCCC4)ccc32)cc1 | -5% | nt | nt | nt | -2% | -36% | nt | nt | -0.6%
CCOc1ccc(CC(=O)NCCc2csc3nc(-c4ccccc4F)nn23)cc1 | 2% | i | -24% | nt | ? | -24% | nt | nt | 3.5%
Cc1cc(C)nc(SCC(=O)NC2=NN=C(c3ccc(Br)cc3)CS2)n1 | ? | 32µM* | ? | -4% | -2% | -15% | nt | 10% | 13%
Cc1cccc(-n2c(O)c(/C=N/N3CCOCC3)c(=O)[nH]c2=S)c1 | 0% | i | -9% | 1% | 7% | 13% | 8% | 0% | 0.3%

Whole records as entered above. Values in the order: A549 viability, ATXN viability, ATXN2 expr inh, EPAC2 antagonist, TGFb SMAD3 inh, HepG2 viability, Nrf2 block, MCF10A rereplic, Nrf2 ARE act
`Cc1oc(-c2ccccc2Cl)nc1CN1C(=O)CN=C(c2ccccc2)c2cc(Cl)ccc21` across the screens: ?, nt, ?, nt, -1%, 5%, ?, nt, -0.7%
`CCOc1ccccc1N1C(=O)NC(=O)/C(=C/c2ccc3c4c(cccc24)CC3)C1=O` across the screens: 9%, i, -4%, 1%, -4%, 6%, 4%, 11%, 0.1%
`Cc1cccc(-n2c(O)c(C=Nc3ccc(Br)cn3)c(=O)[nH]c2=O)c1` across the screens: 1%, i, -17%, 8%, -18%, 3%, 2%, ?, -0.4%
`C=CCn1c(O)c(C=NCCCn2ccnc2)c(=O)[nH]c1=O` across the screens: -1%, i, -4%, -1%, 23%, -11%, 10%, 2%, 0.2%
`COC(=O)C1=C(c2cccc(C#N)c2)C[C@@H]2CC[C@H]1N2C(=O)NCCc1ccccc1` across the screens: -5%, ?, -5%, 3%, -25%, -1%, 0%, -11%, 0.1%

Continued.
SMILES | A549 viability | ATXN viability | ATXN2 expr inh | EPAC2 antagonist | TGFb SMAD3 inh | HepG2 viability | Nrf2 block | MCF10A rereplic | Nrf2 ARE act
CN(C)S(=O)(=O)c1cc(NC(=O)C[N+]23CCN(CC2)CC3)ccc1Cl | 3% | i | -4% | 6% | -2% | -1% | 6% | 5% | 0.2%
S=P(NC1CCCCC1)(N1CC1)N1CC1 | -12% | i | nt | -4% | -5% | 8% | -27% | -1% | -0.1%
O=C(COc1cccc(Cl)c1)N1CCN(CCc2ccncc2)CC1 | 5% | i | 1% | nt | 1% | -1% | 1% | nt | 2.7%
COc1ccc(OC)c(CNCCc2ccc(OC)c(OC)c2)c1 | 3% | i | -7% | 0% | 15% | -1% | 16% | 3% | -0.9%
Cc1cccc([N+](=O)[O-])c1 | -1% | i | 2% | 7% | 23% | -26% | 20% | -2% | -0.1%
O=C1OCCC1C(=O)c1ccccc1 (centres undefined) | nt | i | nt | 3% | 5% | -10% | nt | nt | 0.2%
c1ccc(Nc2cccc3ccccc23)cc1 | -3% | i | -14% | ? | -27% | -42% | 21% | ? | -0.9%
CCNC(=S)N(C)CCc1cc2c(c(OC)c1C=C1C(=O)N(C)C(=O)N(C)C1=O)OCO2 | -1% | i | -3% | 5% | 10% | 0% | ? | 1% | -0.3%
O=c1cc(Nc2cccc(Br)c2)[nH]c(=O)[nH]1 | -4% | i | -19% | 4% | -1% | -13% | 0% | ? | -1.3%
O=C(Cc1ccccc1)N1CCN(Cc2ccc(F)cc2)CC1 | 0% | i | nt | -2% | 6% | -13% | 4% | ? | 1.7%
O=C1C(=O)N(c2ccccc2)P(=O)(N(CCCl)CCCl)N1c1ccccc1 | 2% | i | 28% | -1% | 17% | 1% | ? | -26% | -0.2%
COC(=O)C1=C(c2ccc(F)cc2OCc2ccccc2)C[C@@H]2CC[C@H]1N2C(=O)NCc1ccc(C)cc1 | ? | ? | ? | -10% | -23% | -12% | 15µM* | -4% | -0.4%

An excerpt of these results, in CSV form:
SMILES,A549 viability,ATXN viability,ATXN2 expr inh,EPAC2 antagonist,TGFb SMAD3 inh,HepG2 viability,Nrf2 block,MCF10A rereplic,Nrf2 ARE act
O=C1C(=O)N(c2ccccc2)P(=O)(N(CCCl)CCCl)N1c1ccccc1,2%,i,28%,-1%,17%,1%,?,-26%,-0.2%
COC(=O)C1=C(c2ccc(F)cc2OCc2ccccc2)C[C@@H]2CC[C@H]1N2C(=O)NCc1ccc(C)cc1,?,?,?,-10%,-23%,-12%,15µM*,-4%,-0.4%
